rCAG RNA binder: binders of r(CAG) RNA repeats, primary screen, biochemical, fluorescence. inhibition, % at 3 µM. 370,000 compounds, 1.3% hits. r(CAG) RNA repeat, TO-PRO-1 dye displacement fluorescence;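 active means inhibition above the plate cutoff, the mean of all test compounds on that plate plus 3 SD, cut at about 35% in these data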;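 further: 0% = DMSO alone and 100% = 100 µM mitoxantrone as full dye displacement; higher means more dye released from RNA so lower well fluorescence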
TCR CD3 inh: inhibitors of human TCR-CD3 interaction, primary screen, biochemical, fluorescence, TAMRA-labeled TCR probe | T-cell receptor (TCR) | inhibition, % at 9.4 µM | 360,000 compounds, 0.37% hits | AID 651800, 2012; in the data active means inhibition above about 19%;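 further: recombinant mutant TCR 2C K166C tagged with TAMRA read by polarization; 0% = receptor in buffer alone and 100% = receptor with positive control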
MBD2 inh: inhibitors of MBD2 binding to methylated DNA, primary screen, biochemical, TR-FRET, DNA-binding domain, human; Methyl-CpG-binding domain protein 2 (Homo sapiens), Q9UBB5; MBD2 binding to methylated oligonucleotide; inhibition, % at 4.4 µM; 370,000 compounds, 0.31% hits; in the data active means inhibition above about 13%
Target sequence (Q9UBB5 whole entry, looked up, the tested form may be a part): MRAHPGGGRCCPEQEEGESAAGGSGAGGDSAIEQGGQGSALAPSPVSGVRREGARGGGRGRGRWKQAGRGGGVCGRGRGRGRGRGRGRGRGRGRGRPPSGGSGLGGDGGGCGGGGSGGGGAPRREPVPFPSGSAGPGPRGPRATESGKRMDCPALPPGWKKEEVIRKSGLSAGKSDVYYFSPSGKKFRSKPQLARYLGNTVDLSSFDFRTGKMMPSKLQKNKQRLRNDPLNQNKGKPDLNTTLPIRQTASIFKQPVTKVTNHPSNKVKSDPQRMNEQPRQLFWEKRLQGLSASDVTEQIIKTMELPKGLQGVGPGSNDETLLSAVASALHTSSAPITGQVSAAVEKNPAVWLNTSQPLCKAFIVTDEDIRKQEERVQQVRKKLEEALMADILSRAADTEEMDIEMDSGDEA
LEDGF integ inh: blockers of LEDGF/p75-dependent integrase strand transfer – biochemical, TR-FRET, high throughput, primary screen | TR-FRET IN-LEDGF/p75 DNA integration, Eu/Cy5 | inhibition, % at 3.7 µM | 370,000 compounds, 0.64% hits;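 active means inhibition above the screen-wide mean plus 3 SD, cut at about 13% in these data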;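 further: signal is the Cy5 over europium emission ratio at 671 and 618 nm; 0% = plate median of compound wells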
TDP2 absorb: human TDP2 enzyme inhibitors, primary screen, biochemical, epi absorbance, recombinant enzyme; Tyrosyl-DNA phosphodiesterase 2 (Homo sapiens), O95551; T5PNP hydrolysis, p-nitrophenol absorbance 415 nm; inhibition, % at 12.8 µM; 370,000 compounds, 0.34% hits; AID 720702, 2013;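 active means inhibition above the mean of all tested compounds plus 3 SD, set per campaign, cut at about 25% in these data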;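 further: 0% = DMSO with enzyme and 100% = buffer with substrate but no TDP2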
Target sequence (O95551 whole entry, looked up): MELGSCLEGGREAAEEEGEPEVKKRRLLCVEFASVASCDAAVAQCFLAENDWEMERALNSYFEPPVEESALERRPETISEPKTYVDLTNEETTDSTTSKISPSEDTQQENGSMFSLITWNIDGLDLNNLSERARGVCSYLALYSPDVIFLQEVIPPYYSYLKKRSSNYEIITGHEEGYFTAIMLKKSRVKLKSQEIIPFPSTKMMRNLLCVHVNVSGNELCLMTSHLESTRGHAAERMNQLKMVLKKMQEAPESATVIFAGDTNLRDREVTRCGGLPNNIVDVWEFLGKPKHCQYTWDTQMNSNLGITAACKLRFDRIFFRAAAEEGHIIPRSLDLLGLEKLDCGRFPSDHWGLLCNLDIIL
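Evaluation: % inhibition relative to enzyme-containing and enzyme-free wells. Material: recombinant human TDP2. Benchmarks: enzyme-free and DMSO wells. Timing: enzyme reaction with compound for 2 h at 37 °C. Compound dosing: 12.8 µM only. Measured by: p-Nitrophenol epi absorbance. Reagent: T5PNP substrate at 5 mM, a TopII-DNA adduct mimic. Replication: single well per compound.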
SIAE inh: human SIAE inhibitors, primary screen, biochemical, fluorescence polarization, FP-Rh probe, 1536-well HTS; inhibition, % at 9.66 µM; SIAE FP-Rh probe binding; 370,000 compounds, 0.69% hits; AID 1053197, 2014; Sialate O-acetylesterase (Homo sapiens), Q9HAT2;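 active means inhibition above a cutoff: mean of compounds within the control limits plus 3 SD of those, cut at about 17% in these data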;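 further: 0% = plate median of compound wells and 100% = probe without SIAE protein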
HTRA1 inh: HTRA1 serine protease inhibitors, primary screen, biochemical, fluorescence polarization, HTS. Q92743. recombinant HTRA1, FP-rhodamine activity-based probe. inhibition, % at 5.96 µM. 340,000 compounds, 0.5% hits; in the data active means inhibition above about 36%;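 further: 0% = enzyme with DMSO and 100% = wells lacking enzyme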
PRMT1 FP inh: PRMT1 methyltransferase inhibitors, primary screen, biochemical, fluorescence polarization; inhibition, % at 2.79 µM; AID 652257, 2013; Protein arginine N-methyltransferase 1 (Homo sapiens), Q99873; recombinant PRMT1, activity-based probe fluorescence polarization; 370,000 compounds, 1.3% hits;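 active means inhibition above about 21% made by adding two undisclosed values, limit read from the data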
NPR2 activator: human GC-B receptor activators, primary screen, HEK293 GC-B cells, cGMP TR-FRET, EC30 CNP; 370,000 compounds, 0.11% hits; 0% at EC30 CNP, 100% saturating CNP; Atrial natriuretic peptide receptor 2 (Homo sapiens), P20594; activation, % at 10 µM;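 active means activation at 10 µM reaching about 35% in either raw or pattern-adjusted values, limit read from the data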
ABHD4 inh: ABHD4 inhibitors, primary screen, biochemical, fluorescence polarization, mouse; 370,000 compounds, 0.54% hits; purified mABHD4, FP-Rh probe fluorescence polarization; inhibition, % at 8.92 µM; (Lyso)-N-acylphosphatidylethanolamine lipase (Mus musculus), Q8VD66;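 active means inhibition exceeding the mean over every tested compound plus 3 SD, cut at about 30% in these data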;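 further: 0% = plate median of compound wells and 100% = S159A mutant with DMSO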
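assay system = mABHD4 protein | compound dosing = single nominal dose of 8.92 µM, 0.89% DMSO final | read-out basis = percent inhibition of probe binding, normalized to plate controls | schedule = Enzyme–compound pre-incubation 45 min, then probe 60 min, both 25 °C | detection = fluorescence polarization, excitation 525 nm, emission 598 nm, BODIPY TMR filters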
The depositor's hits bear a star; . = not tested or not shown; & = joins results of further samples.

Results follow in this order: rCAG RNA binder	TCR CD3 inh	MBD2 inh	LEDGF integ inh	TDP2 absorb	SIAE inh	HTRA1 inh	PRMT1 FP inh	NPR2 activator	ABHD4 inh
COc1ccc(S(=O)(=O)Nc2ccc3c(c2)C(=O)N([C@H](C)CO)C[C@H](C)[C@@H](CN(C)C(=O)Nc2c(C)noc2C)O3)cc1
  -1	3	-4	2	-1	2	18	0	4	2
Cc1ccc(S(=O)(=O)Nc2c(C)nn(C)c2C)cc1
  -2	9	3	0	2	-1	-3	-1	0	-1
CN(C)N(C)C(=O)C(O)(c1ccccc1)c1ccccc1
  -3	0	1	1	2	-2	2	-2	3	-4
Cc1ccc(C)c(Cn2c3ccccc3c3cnn(CC(=O)NCCCN4CCOCC4)c(=O)c32)c1
  -4	-1	0	4	1	-4	3	-3	-10	-5
Cc1ccc(-c2nnn(CC(=O)N(CC(=O)NC3CCCCC3)c3ccc(F)c(Cl)c3)n2)o1
  3	0	4	-1	-13	-8	-12	3	-1	-19
O=C(CN1CCN(c2ccccc2)CC1)Nc1cccc(C(F)(F)F)c1
  -7	1	3	1	4	6	1	-3	7	-14
Cc1cc(C)cc(C(N)=Nc2cccc(C#N)c2)c1
  -1	1	1	6	-8	-2	-17	-1	0	-5
Cc1ccccc1OS(=O)(=O)c1cn(C)c(=O)n(C)c1=O
  -1	8	1	2	3	-4	-1	0	-1	-1
Cc1n[nH]c(C)c1S(=O)(=O)N1CCCC(C(=O)O)C1 (stereo unspecified)
  1	4	0	-3	4	8	1	3	3	1
COc1ccc(C(=O)C/C(=C\C(=O)c2ccc(C)cc2)c2ccccc2)cc1
  -1	-3	3	1	1	-11	-30	-2	0	-8

(listing goes on)
Results follow in this order: rCAG RNA binder	TCR CD3 inh	MBD2 inh	LEDGF integ inh	TDP2 absorb	SIAE inh	HTRA1 inh	PRMT1 FP inh	NPR2 activator	ABHD4 inh
CCN(CC)C(=O)c1sc(NC(=O)c2ccc(Br)o2)c(C(=O)OC)c1C
  0	-5	7	-4	0	-5	-20	1	8	-4
OC(c1ccc(F)cc1)C(CN1CCOCC1)c1ccccc1 (stereo unspecified)
  3	-5	2	3	1	-1	-1	1	0	0
CSc1cc(-c2ccncc2)nc(-c2ccc(Cl)cc2)c1
  3	5	-3	2	-14	-2	-19	5	-5	-2
Cc1ccc(S(=O)(=O)N2CC(C(=O)O)=CC[C@H]2c2ccc(Cl)cc2)cc1
  37*	-1	6	3	-13	0	-6	4	3	-11
CN(Cc1ccccc1)C(=S)NC(=O)c1ccc(-c2ccccc2)cc1
  1	-5	-1	2	2	-7	4	3	3	6
CCCCn1c(CCCNC(=O)c2ccco2)nc2ccccc21
  -3	9	2	1	-25	-13	1	-1	1	-9
Cc1cccc(CC2S/C(=N/N=C/c3ccco3)NC2=O)c1 (stereo unspecified)
  8	10	-3	-2	-1	4	3	0	-1	-2
CCCCOC(=O)c1cc(=O)[nH]c2ccc(C)cc12
  -2	-7	4	-2	2	9	-1	3	-7	2
O=C(C1=C[C@@H](c2ccc(Br)cc2)C[C@@H](OCCCCO)O1)N1CCN(Cc2ccc3c(c2)OCO3)CC1
  -1	1	3	-1	5	-1	-20	0	-1	10
CCC1CCCN1Cn1cnc2c([nH]c3ccc(OC)cc32)c1=O (stereo unspecified)
  -1	1	3	1	2	-1	5	2	-1	-3

(list continues)
Results follow in this order: rCAG RNA binder	TCR CD3 inh	MBD2 inh	LEDGF integ inh	TDP2 absorb	SIAE inh	HTRA1 inh	PRMT1 FP inh	NPR2 activator	ABHD4 inh
CC(=O)c1ccc(NC(=O)CCc2ccc(C)o2)cc1
  -1	-4	2	3	1	2	-3	6	2	-2
C=CCSc1nsc(NC(=O)Nc2ccc(F)cc2)n1
  69*	-10	1	-2	0	-40	-42	8	13	-82
NC(=O)C1CCCCc2c1[nH]c1ccc(Cl)cc21 (stereo unspecified)
  -1	2	1	0	8	6	-2	1	-10	-2
C[C@@H]1CN([C@@H](C)CO)C(=O)c2c(c3ccccc3n2C)-c2ccccc2CO[C@H]1CN(C)S(=O)(=O)c1ccc(C(F)(F)F)cc1
  7	3	-3	-4	0	1	6	-5	1	-3
CN(Cc1cnn(C)c1)C(=O)c1sc2cccc(Cl)c2c1Cl
  -3	8	0	2	-3	1	-3	-1	1	-5
CCCCc1ccc(NC(=O)C2CCCO2)cc1 (stereo unspecified)
  1	-5	2	6	3	-8	5	3	5	-4
CCCCOCCCNC(=O)C[C@@H]1C(=O)N2CCCC3=C2[C@@]1(C(=O)OCC)CCC3
  -4	.	3	0	-4	-1	.	-3	6	0
CN1CCN(c2oc(-c3ccccc3Cl)nc2S(=O)(=O)c2ccccc2)CC1
  -8	-1	5	2	1	-3	-7	-1	-3	3
Cc1cc(C(=O)CN2C(=O)NC(Cc3c[nH]c4ccccc34)C2=O)c(C)n1C (stereo unspecified)
  7	2	1	0	1	8	2	-2	4	-4
COc1ccc(CNC(=O)C23CC4CC(CC(Br)(C4)C2)C3)cc1
  -6	-3	3	-6	0	4	-18	1	2	1

Next compounds.
Results follow in this order: rCAG RNA binder	TCR CD3 inh	MBD2 inh	LEDGF integ inh	TDP2 absorb	SIAE inh	HTRA1 inh	PRMT1 FP inh	NPR2 activator	ABHD4 inh
CC1(C(=O)O)CCC(C(=O)NNC(=O)c2ccccc2O)C1(C)C (stereo unspecified)
  -3	9	5	1	-9	-2	1	-6	2	-1
O=C(NC1CCCC1)C(c1ccc(F)cc1)N(C(=O)c1csnn1)C1CC1 (stereo unspecified)
  2	10	-4	1	-3	-6	4	-4	-5	1
CCOC(=O)c1ccc(-c2c(-c3ccccc3OC)sc3cc4c(cc23)OCO4)cc1F
  5	7	1	-2	11	-6	-5	-4	8	-5
O=C(COc1ccc(Br)cc1)c1ccc2c(c1)CCCC2
  1	5	-1	0	-6	7	-12	-2	0	-2
Cc1ccc(CNC(=O)CCC2CCCN(Cc3cccc4ncccc34)C2)o1 (stereo unspecified)
  3	-10	0	8	-6	-3	-1	2	1	-2
Cc1cc(C)nc(-n2nc(C)cc2NC(=O)CN2CCCC2)n1
  -9	-5	-1	-1	1	-2	-1	-2	8	5
COc1ccc(CCN2C(=O)C=CC2=O)cc1OC
  3	-4	-5	-3	1	5	2	89*	4	6
CCc1nc(N2CCCCC2)c2oc3ccccc3c2n1
  2	-4	-2	-3	-5	-3	-12	2	-6	0
O=C(Nc1ccc(F)cc1)Nc1ccc2c(c1)OCO2
  3	8	-8	0	-9	-6	-4	0	-1	-4
CCSc1nnc(NC(=O)c2cc(C)oc2C)s1
  1	0	-4	0	-6	-7	1	3	0	6

Next part.
Results follow in this order: rCAG RNA binder	TCR CD3 inh	MBD2 inh	LEDGF integ inh	TDP2 absorb	SIAE inh	HTRA1 inh	PRMT1 FP inh	NPR2 activator	ABHD4 inh
Cn1c(=O)c2c(nc(SC3C(=O)CC(C)(C)CC3=O)n2C)n(C)c1=O
  1	2	8	1	-11	1	-3	9	2	-5
COc1ccc(N2CCN(C(=O)c3ccc(CS(=O)c4cccc(Cl)c4)o3)CC2)cc1 (stereo unspecified)
  3	6	-6	0	-11	2	-5	1	8	0
CCCCc1c(O)nc(SCC(=O)c2ccccc2)n(-c2ccccc2)c1=O
  4	5	0	-4	15	14	-1	6	-2	-4
Cn1cc(S(=O)(=O)N2CCCC2)cc1C(=O)Nc1cccc(C(F)(F)F)c1
  0	2	3	3	-6	-8	-3	1	-4	0
CC(Oc1cccc(Cl)c1)C(=O)Nc1ccc(S(=O)(=O)N(C)C2CCN(C)CC2)cc1 (stereo unspecified)
  -4	-9	0	4	-7	5	5	-7	-2	3
COc1ccc(S(=O)(=O)Cc2ccc(C(=O)NCc3cccnc3)o2)cc1
  1	1	-3	-1	-6	-2	8	-1	2	2
CN1CCN(C(=O)c2ccccc2[N+](=O)[O-])CC1
  5	-8	-2	0	10	-3	3	3	3	0
O=C(Cc1c(Cl)cccc1Cl)OCC(=O)N1CCc2ccccc2C1
  -2	3	3	-1	-12	0	0	2	2	-11
Cc1ccc(OCCCn2ccnc2)cc1C
  -2	-2	5	0	3	2	-5	4	6	0
COc1cc(C=CC(=O)c2ccccc2)cc(OC)c1OC
  1	4	1	5	4	2	.	1	-3	-4

The listing continues:
Results follow in this order: rCAG RNA binder	TCR CD3 inh	MBD2 inh	LEDGF integ inh	TDP2 absorb	SIAE inh	HTRA1 inh	PRMT1 FP inh	NPR2 activator	ABHD4 inh
COc1ccc(S(=O)(=O)N(C)c2ccc(C(=O)NCc3ccco3)cc2)cc1OC
  -2	10	-1	-1	-16	-8	-2	1	11	4
Clc1ccc(Nc2nc3ccccc3n3nnnc23)cc1
  3	-4	-7	2	-7	1	-7	2	-6	6
O=C1CCN(C(=S)NCCc2ccccc2)CC1
  1	2	-1	1	7	17*	3	1	-9	-2
COc1ccc(-c2ccc(=O)n(Cc3cc(=O)n4ccccc4n3)n2)cc1
  -2	-5	-2	2	-5	-2	4	-1	2	2
CC(=O)C1=CCC(c2ccccc2)N(S(=O)(=O)c2ccccc2C)C1 (stereo unspecified)
  3&2	7&-5	-6&1	2&0	-2&-5	6&-5	.	-2&-4	-12&-2	-6&-4
CC(=O)Nc1ccc(NS(=O)(=O)c2cc(Cl)sc2Cl)cc1
  6	-1	-2	0	-9	0	3	2	2	2

Compound activity (PubChem BioAssay)

Not all compounds are listed, so the mix of outcomes need not match the whole.
